p53ts 39C kill: cytotoxicity in p53ts cells at nonpermissive temperature. H1299-p53A138V viability at 39C, ATP luminescence, 24 h. Potency, µM (highest dose often 46.1 µM), without a hit: top-dose activity change, negative = cell killing, actives largely listed as cytotoxic. 130,000 compounds, 1.5% hits. AID 902; also: nearly all actives have a fitted effect of over 55% in size
Imprint erasure: inducers of genomic imprint erasure in mouse ES cells | mouse ES Peg3-LacZ reporter, beta-gal luminescence, 40 h | Potency, µM (titrated, usually from 60.7 µM), without a hit: at the highest dose activity change, positive = activation, most hits filed as activators | 110,000 compounds, 0.02% hits | AID 1948;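 also: 0% = negative control wells on the plate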
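Imprint erasure is scored as LacZ activity from the silenced maternal Peg3 allele in feeder-free female ES cells cultured 40 h with LIF. Luminescence is normalized to in-plate negative controls and fitted to the Hill equation.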
IkB signaling: suppresses IkB signaling in ABC-DLBCL reporter cells. ABC-DLBCL IkBa-CBG/CBR dual luciferase ratio, 4 h; response scale: scaled: untreated 0%, proteasome inhibitor 100%. Potency, µM (series often up to 57.1 µM), for inactives: top-dose IkBa stabilization activation. 110,000 compounds, 0.04% hits; active = well fitted curve in the direction sought with a large enough effect in the signal ratio, not every such curve was filed as active; inconclusive = small, poorly fitted or top-dose-only effect, or a change in a side signal; the % refers to the signal ratio;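 also: the direction sought is a rising ratio; 0% = basal untreated cells and 100% = reference inhibitor full response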
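Curves were fitted separately to fusion (green), unfused (red) and ratio luminescence, then classed by r2, magnitude and activity. Cells: OCI-Ly3, 4 h compound plus doxycycline at 37C; 10 uM MG-132 defined full response.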
p53ts 32C kill: kills p53ts cells at the permissive temperature. H1299-p53A138V at 32C, ATP luminescence viability, 24 h. Potency, µM (titrated, usually from 46.1 µM), inactives show at the highest dose activity change, negative = cytotoxicity, actives largely listed as cytotoxic. 130,000 compounds, 0.93% hits. AID 924;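 also: 0% = DMSO and -100% = full killing by reference compound; nearly all actives have a fitted effect of over 55% in size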
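ATP-content luminescence (ATPlite) read-out after 24 h compound exposure at 32C in H1299-p53A138V cells (600/well). Tested up to 46 uM. Normalized to DMSO (0%) and 100 uM tamoxifen (100% killing); Hill-fit AC50.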
Starred values were filed as active, the others as inactive; ? = inconclusive; nt = not tested or not shown; [ ] = remark or other dose. Unless noted, calls follow the shape of the dose curve; as a rule, active = well fitted curve in the direction sought with a large enough effect; inconclusive = small, poorly fitted or top-dose-only effect, or another doubt; inactive = no such curve, though single readings can be large; an effect the other way counts as inactive or inconclusive. Unless noted, % is scaled to controls: 0 for no effect and ±100 for the full control effect; potency is read from the fitted curve at half-maximal effect. An unsorted share of the library, and some 1.8% of all compounds hit somewhere here.

SMILES | p53ts 39C kill | Imprint erasure | IkB signaling | p53ts 32C kill
Cc1ccnc(NC(=O)c2c(C)oc3ncn(CC(C)C)c(=O)c23)c1 | -10% | -6%[10.9 µM] | -1.9% | -12%
CCN(CC)CCN(Cc1cc2cc(C)ccc2[nH]c1=O)C(=O)Nc1ccccc1OC | -2% | 5% | 0.6% | -6%
COc1ccccc1CNC(=O)CN(c1ccc(C)cc1)S(=O)(=O)c1c(C)noc1C | 13% | -8%[10.9 µM] | -0.4% | 6%
COC(=O)C1CCN(C(=O)COC(=O)c2n[nH]c3ccccc23)CC1 | -5% | -22% | ? | -19%
Cc1ccc(C(=O)N2CCN(CCc3ccncc3)CC2)cc1 | -3% | 9%[10.9 µM] | -0.8% | -4%
CNS(=O)(=O)c1cc(OCC(N)=O)c(C)cc1Cl | 6% | 1% | 1.8% | 6%
C=CCn1c(SCC(=O)Nc2ccccc2CC)nnc1-c1ccncc1 | 10% | -5% | 0.3% | 3%
O=C(CN1C(=O)c2ccccc2C1=O)N1CCN(c2ccccn2)CC1 | 2% | 6% | 2.1% | 6%
N#C/C(C(N)=O)=c1/ccc2c(c1)N1C3=C(CCCC3)CC3CCCCC31N=2 (stereo not drawn) | 3% | -8% | ? | -1%
Nc1nnnn1NCc1cccc(OCc2ccccc2)c1 | 0% | -12% | 1.5% | -1%
O=C(COC(=O)CCC(=O)c1ccc2c(c1)OCCO2)NCc1ccc2c(c1)OCO2 | 0% | -7% | 4.3% | -9%
COc1ccc(CCNC(=O)CCc2c(C)nc3cc(-c4ccccc4)nn3c2C)cc1OC | -23% | -7%[10.9 µM] | 19% | -2%
Cc1ccc(CNc2cc(C)nc3nc(-c4ccc(C)cc4)nn23)cc1 | -17% | -8%[10.9 µM] | ? | -12%
O=C(O)c1cc2ccccc2n1-c1ccccc1 | 2% | -7% | 0.0% | -8%
FC(F)(F)c1cc(-c2ccccc2)nc(-n2cncn2)n1 | 5% | 8% | -1.4% | -10%
O=C1CC(c2nnc(Cc3ccc(Cl)cc3)o2)CN1c1ccccc1 (stereo not drawn) | 7% | 2%[10.9 µM] | 2.1% | 5%
Cc1ccccc1N(CC(=O)NCc1ccncc1)S(C)(=O)=O | -10% | 0% | -0.4% | 3%
CCN(CC)c1nn2c(=O)c(C(=O)NCc3ccc(N(C)C)cc3)cnc2s1 | -1% | -10%[10.9 µM] | -4.5% | 1%
COc1cccc(CN(C(=O)c2cccc(C)c2)C2CCS(=O)(=O)C2)c1 (stereo not drawn) | -11% | -6%[10.9 µM] | -0.8% | 2%
COc1ccccc1CCNC(=O)c1ccoc1C | -2% | -60%[inhibitor] | 2.9% | 4%
COc1ccc(CCNc2oc(-c3ccco3)nc2C#N)cc1 | 4% | 2% | -1.7% | -6%
Cc1ccc(S(=O)(=O)NCCS(=O)(=O)N2CCN(c3ccccc3)CC2)cc1 | -6% | -6%[10.9 µM] | 0.0% | 4%
Cc1ccccc1OCc1nnc(SCC(=O)NCc2ccccc2)n1C | -8% | -12% | 0.2% | 5%
Cc1cc2n(n1)C(c1ccc(N(C)C)cc1)Nc1ccccc1-2 (stereo not drawn) | ? | -17% | 1.5% | ?
O=C1CC(CCC(=O)NC2CC2)c2ccccc2N1 (stereo not drawn) | -4% | -1% | 0.3% | -4%
O=C(Cn1c(=O)n(Cc2ccc(Cl)cc2)c(=O)c2cccnc21)Nc1ccccc1C(F)(F)F | -3% | 13%[10.9 µM] | 1.0% | 11%
O=C(c1ccco1)N1CCC2(CCN(Cc3cc(C(F)(F)F)cc(C(F)(F)F)c3)CC2)CC1 | -2% | nt | 0.9%[11.4 µM] | -15%
Cc1cccc(C)c1NC(=O)N1CC=C(n2c(=O)[nH]c3ccccc32)CC1 | 17% | -3% | 1.7% | 3%
COc1ccc(C)cc1NS(=O)(=O)c1cc(Br)cc2c1N(C(C)=O)C(C)C2 (stereo not drawn) | 22% | -10%[10.9 µM] | ? | 1%
COc1ccc(C2CCN(Cc3cccnc3)CC2O)cc1 (stereo not drawn) | -5% | -11% | 0.4% | 8%
Cc1cccc(Cn2c(SCc3ccc(C(=O)NCc4cccs4)cc3)nc3ccncc32)c1 | -7% | -15%[10.9 µM] | ? | 6%
COc1ccc(CNC(=O)c2sc3nc4n(c(=O)c3c2C)CCCC4)cc1 | 10% | -12%[10.9 µM] | ? | 7%
Cc1cc(C)cc(NC(=O)c2cccc3c2C(=O)N(C2CCCCC2)C3)c1 | 15% | -8%[10.9 µM] | -2.7% | -1%
CC(=O)N1CCN(c2ccc(N=Cc3c(O)n(Cc4ccccc4)c(=O)[nH]c3=O)cc2)CC1 | -2% | -3% | 0.9% | 3%
CC1=C(C(=O)Nc2ccc(F)cc2)C(c2ccc(C)o2)C2=C(CC(C)(C)CC2=O)N1 (stereo not drawn) | 5% | 9% | 1.0% | -2%
O=C(CSc1nc(-c2ccccc2)nc2c1Cc1ccccc1O2)N1CCCCC1 | -14% | -7%[10.9 µM] | 0.1% | 0%
COC(=O)c1cccc(C23CC4(C2)[C@H](CN(CC2CCCCC2)[C@@H]4c2ccccc2)C3c2ccc(Cl)nc2)c1 (stereo partly drawn) | 1% | -12% | nt | 21%
Cc1ccc(NC(=O)c2ccnc(C(C)(C)C)c2)cc1 | 0% | nt | nt | 9%
CCN(CC)CCCNC(=O)c1nn(C)c2c1CS(=O)(=O)c1ccccc1-2 | -15% | -19%[10.9 µM] | ? | 0%
O=C(O)C1C2C=CC(C3CC23)C1C(=O)O (stereo not drawn) | 4% | nt | nt | 9%
O=C(COc1ccc2c(c1)C(=O)CC1(CCCCC1)O2)NCc1ccccn1 | 3% | -12% | -1.2% | -2%
O=C1/C(=C/c2cccc3ccccc23)CCCc2ccccc21 | -15% | nt | nt | 1%
O=C(Nc1ccc(N2CCCCC2)cc1)c1cncc(Br)c1 | ? | -39%[inhibitor] | 1.0% | -27%
Cc1nc2c(-c3ccccc3)c(C)nn2c(C)c1CCC(=O)NCc1ccc(F)cc1 | -10% | -10%[10.9 µM] | ? | -4%
Cc1ccc(S(=O)(=O)N(CC(=O)Nc2ccc3c(c2)OCO3)c2cc(Cl)cc(Cl)c2)cc1 | -14% | 6%[10.9 µM] | 11% | 16%
Cc1c(Cl)cccc1Nc1nn2c(=O)c3ccccc3nc2s1 | -7% | 24%[10.9 µM] | 0.1% | -14%
COc1ccc(NC(=O)c2nnn(CC(=O)Nc3cccc(C)c3C)c2N)c(OC)c1 | -22% | 2%[10.9 µM] | 1.8% | -21%
O=C(NCc1cccc(Cl)c1)c1cccn1-c1nnc(N2CCCC2)s1 | 1% | -9%[10.9 µM] | ? | 1%
CCc1ccccc1NC(=O)c1ccc(F)c(S(=O)(=O)N2CCC(C(N)=O)CC2)c1 | 12% | -8% | -2.4% | 5%
Cc1cc(C)cc(N(CC(=O)Nc2cccc(C)c2C)S(=O)(=O)c2c(C)[nH]c(=O)[nH]c2=O)c1 | -12% | -5%[10.9 µM] | 1.0% | -3%

More compounds follow:
SMILES | p53ts 39C kill | Imprint erasure | IkB signaling | p53ts 32C kill
CCN(c1ccccc1)S(=O)(=O)c1cc(-c2onc(C)c2C)ccc1OC | ? | -16%[10.9 µM] | ? | 18%
O=C(/C=N/O)NCCCN1CCCCCC1 | 11% | -6% | 0.5% | 7%
CCOC(=O)C1CCCN(c2c(C(=O)c3ccccc3)cnc3ccc(F)cc23)C1 (stereo not drawn) | 0% | 3%[10.9 µM] | ? | 0%
Cc1cccn2c(=O)c(/C=C(\C#N)c3nc4ccccc4n3C)c(Oc3ccc(Br)cc3)nc12 | 18% | 21%[10.9 µM] | 1.1% | -3%
Cc1ccc(NC(=O)C2CCC(CNS(=O)(=O)c3ccc4c(c3)CCCC(=O)N4)CC2)c(C)c1 (stereo not drawn) | -15% | 15%[10.9 µM] | 1.4% | 9%
Cc1nc2ccccc2c2oc(C(=O)NC3CC3)cc12 | 15% | -7% | -7.0% | -2%
CCOC(=O)c1oc2ccccc2c1NC(=O)CN1CCN(C)CC1 | 3% | -15% | -1.1% | -12%
O=C1Cc2ccccc2N1c1ccccc1 | 3% | 11% | 1.4% | 5%
COC(=O)c1ccc(C(NC(=O)OCc2ccccc2)/C(=C/[C@@H](C)C(=O)Nc2ccc(OC)cc2)c2cccnc2)cc1 (stereo partly drawn) | 4% | -16% | nt | 9%
CC1(C)Cc2ccccc2C2CC(O)C(=O)N21 (stereo not drawn) | 6% | -2% | 6.3% | -10%

Some of the entries so far, with values under each structure.
Sequence of screens: p53ts 39C kill, Imprint erasure, IkB signaling, p53ts 32C kill
> Cc1cc(C)cc(N(CC(=O)Nc2cccc(C)c2C)S(=O)(=O)c2c(C)[nH]c(=O)[nH]c2=O)c1
  -12%, -5%[10.9 µM], 1.0%, -3%
> CCN(c1ccccc1)S(=O)(=O)c1cc(-c2onc(C)c2C)ccc1OC
  ?, -16%[10.9 µM], ?, 18%
> O=C(/C=N/O)NCCCN1CCCCCC1
  11%, -6%, 0.5%, 7%
> CCOC(=O)C1CCCN(c2c(C(=O)c3ccccc3)cnc3ccc(F)cc23)C1 (stereo not drawn)
  0%, 3%[10.9 µM], ?, 0%
> Cc1cccn2c(=O)c(/C=C(\C#N)c3nc4ccccc4n3C)c(Oc3ccc(Br)cc3)nc12
  18%, 21%[10.9 µM], 1.1%, -3%
> Cc1ccc(NC(=O)C2CCC(CNS(=O)(=O)c3ccc4c(c3)CCCC(=O)N4)CC2)c(C)c1 (stereo not drawn)
  -15%, 15%[10.9 µM], 1.4%, 9%
> Cc1nc2ccccc2c2oc(C(=O)NC3CC3)cc12
  15%, -7%, -7.0%, -2%
> CCOC(=O)c1oc2ccccc2c1NC(=O)CN1CCN(C)CC1
  3%, -15%, -1.1%, -12%
> O=C1Cc2ccccc2N1c1ccccc1
  3%, 11%, 1.4%, 5%
> COC(=O)c1ccc(C(NC(=O)OCc2ccccc2)/C(=C/[C@@H](C)C(=O)Nc2ccc(OC)cc2)c2cccnc2)cc1 (stereo partly drawn)
  4%, -16%, nt, 9%
> CC1(C)Cc2ccccc2C2CC(O)C(=O)N21 (stereo not drawn)
  6%, -2%, 6.3%, -10%

(listing goes on)
SMILES | p53ts 39C kill | Imprint erasure | IkB signaling | p53ts 32C kill
COc1cccc(N2CCN(c3ncc4c(n3)CCN(Cc3ccc(Br)cc3)C4)CC2)c1 | -23% | -11%[10.9 µM] | -0.3% | -12%
COc1cc2c(cc1OC)CN(C(=O)CSc1nnc(C)s1)CC2 | 5% | -6% | -0.1% | -3%
CCC1CCCCN1Cc1ccc(OC)c(OC)c1 (stereo not drawn) | -4% | -7% | -0.3% | -6%
O=C(CSc1nncs1)NC(=O)NCc1ccccc1 | 3% | -8% | -0.8% | 0%
O=C(Cn1c(=O)n(-c2ccc(F)cc2)c(=O)c2sc3ccccc3c21)NC1CCCC1 | ? | -5%[10.9 µM] | ? | -11%
C=CCNC(=O)COC(=O)c1ccc(Cl)c(S(=O)(=O)N(Cc2ccccc2)c2ccccc2)c1 | 20% | nt | nt | -18%
Nc1nc(-c2cccc([N+](=O)[O-])c2)cc(-c2cc(-c3cccc([N+](=O)[O-])c3)nc(N)n2)n1 | -1%[9.22 µM] | -12%[10.9 µM] | -0.1%[11.4 µM] | 1%[9.22 µM]
CCOc1ccc(C2C(C(=O)c3ccco3)=C(O)C(=O)N2Cc2cccnc2)cc1OC (stereo not drawn) | 19% | 17% | 0.1% | -3%
O=C(CSc1nc2ccccc2c(=O)n1CCCO)NCc1ccccc1 | 1% | 1% | 0.8% | -2%
CC(Cc1ccccc1)C(=O)NCC1CC1 (stereo not drawn) | 4% | -5% | nt | -7%
Cc1ccc(C)c(CN2C(=O)C(O)(c3c(C)[nH]c4ccccc34)c3ccccc32)c1 (stereo not drawn) | ? | -19%[10.9 µM] | ? | -2%
Cc1ccc(-n2nc(C(=O)N(C)c3ccc(C)c(C)c3)c3c4ccccc4n(C)c3c2=O)cc1 | 22% | 8%[10.9 µM] | -1.0% | 22%

Screening results deposited in PubChem BioAssay by National Center for Advancing Translational Sciences (NCATS).
